# TNFa cytotox – toxic to HUVEC cells under TNF alpha stimulation | HUVEC TNFalpha-stimulated, Hoechst cell count, imaging | cell count reduction, % at 2 µM | 93,000 compounds, 0.17% hits;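 active = cell count reduction exceeding the screen mean by over 5 SD, scaled to untreated wells per plate, cut at about 78% in these data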;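 also: cells counted after 24 h of TNF alpha exposure following the 1 h pretreatment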
# F-actin modifier – alters cytoskeleton assembly in HUVEC cells. HUVEC TNFa F-actin phalloidin imaging, high content. inhibition, % at 2 µM. 91,000 compounds, 0.18% hits;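 active = inhibition above the batch mean plus 3 SD and confirmed as a hit by visual image inspection, cut at about 30% in these data, passing the limit was not always enough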; also: strong numbers were not always called active
# Candida biofilm – kills Candida albicans biofilms; 85,000 compounds, 0.14% hits; inhibition, % at 6 µM; C. albicans biofilm + clotrimazole, Alamar Blue; AID 834;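 active = inhibition above 20%; inactive = inhibition below 20%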;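 also: preformed 24 hr biofilms exposed to compound for 48 hr; 0% = biofilm without compound and 100% = blank killed by clotrimazole plus chlorhexidine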
# IL1B cytotox – toxic to HUVEC cells under IL-1B stimulation; HUVEC cell count loss, Hoechst imaging, IL-1B stimulated; cell count reduction, % at 2 µM; 94,000 compounds, 0.41% hits; AID 845;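 active = cell count reduction more than 3 SD above the screen-wide mean, cut at about 70% in these data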;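 also: normalized per plate to untreated control cells as the no-loss baseline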
# ERb SRC1 inh – ER-beta (human) coactivator binding inhibition. 86,000 compounds, 1.3% hits. inhibition, % at 25.6 µM. AID 633. TR-FRET ER-beta LBD / SRC1-Cy5 peptide binding; receptor agonist-loaded with 1 µM estradiol;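 active = compounds whose percent inhibition of the receptor-coactivator binding signal exceeds about 50% in the single-dose screen, limit read from the data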;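 also: 0% = receptor plus peptide wells without compound and 100% = peptide-only wells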
# Target sequence (Q92731 whole entry, looked up, the tested form may be a part): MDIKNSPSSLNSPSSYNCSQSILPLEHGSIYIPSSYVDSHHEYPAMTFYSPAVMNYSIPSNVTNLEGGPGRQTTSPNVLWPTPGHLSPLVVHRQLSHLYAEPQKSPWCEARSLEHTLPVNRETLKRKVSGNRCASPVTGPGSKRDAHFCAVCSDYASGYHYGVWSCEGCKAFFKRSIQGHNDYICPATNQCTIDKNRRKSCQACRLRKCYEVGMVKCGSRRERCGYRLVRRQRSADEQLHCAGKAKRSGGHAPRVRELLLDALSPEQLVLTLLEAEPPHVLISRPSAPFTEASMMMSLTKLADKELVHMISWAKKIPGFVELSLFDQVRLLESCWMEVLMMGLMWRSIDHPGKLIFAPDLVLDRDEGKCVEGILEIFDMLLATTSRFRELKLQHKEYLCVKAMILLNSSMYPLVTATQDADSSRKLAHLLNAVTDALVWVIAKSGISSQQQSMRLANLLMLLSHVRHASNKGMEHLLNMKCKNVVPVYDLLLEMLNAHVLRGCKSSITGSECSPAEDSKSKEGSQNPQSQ
# VCAM1 TNFa inh – reduces TNF alpha induced VCAM1 expression in HUVEC | HUVEC TNFa-induced VCAM-1 immunofluorescence, high-content imaging | 95,000 compounds, 0.48% hits | inhibition, % at 2 µM | AID 802;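 active = inhibition above the batch mean plus 3 SD, with images confirmed as a hit by eye, cut at about 37% in these data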;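 also: 0% = TNF-stimulated DMSO wells and 100% = unstimulated control wells; not every result past the cut was called active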
# Smad3 FoxH1 inh – inhibitors of human Smad3 transcription factor binding; P84022; TR-FRET Smad3/Dy647-FoxH1 peptide binding, europium anti-His; inhibition, % at 25 µM; 88,000 compounds, 0.29% hits; AID 630;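 active = compounds that reduce the energy-transfer binding signal between the protein and its labelled peptide by more than half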;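 also: 0% = Smad3 plus labelled peptide maximal FRET and 100% = peptide-only background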
# Target sequence (P84022 whole entry, looked up): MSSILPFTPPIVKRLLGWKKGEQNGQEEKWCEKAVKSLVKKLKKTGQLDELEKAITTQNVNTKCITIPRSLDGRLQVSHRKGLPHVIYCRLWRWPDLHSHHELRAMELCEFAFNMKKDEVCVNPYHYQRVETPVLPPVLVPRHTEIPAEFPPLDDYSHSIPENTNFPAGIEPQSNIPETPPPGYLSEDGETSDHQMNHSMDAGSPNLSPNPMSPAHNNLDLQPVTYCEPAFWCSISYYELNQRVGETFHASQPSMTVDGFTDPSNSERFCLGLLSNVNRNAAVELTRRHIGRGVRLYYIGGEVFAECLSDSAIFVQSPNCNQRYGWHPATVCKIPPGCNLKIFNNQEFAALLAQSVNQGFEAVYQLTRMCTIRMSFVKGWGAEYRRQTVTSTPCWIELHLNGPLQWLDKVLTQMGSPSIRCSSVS
# sEH activator – soluble epoxide hydrolase (human) activation; P34913; purified human sEH enzymatic activity, activator screen; activation, % at 2 µM; 91,000 compounds, 0.04% hits; AID 717; in the data active = activation above about 37%; also: values of inactives mirror those of a sister screen read the other way
# sEH inhibitor – soluble epoxide hydrolase (human) inhibition. inhibition, % at 2 µM. 91,000 compounds, 0.34% hits. P34913. recombinant human sEH enzymatic activity assay; in the data active = inhibition above about 80%; also: values of inactives mirror those of a sister screen read the other way; many of its hits are not listed in these tables
# An asterisk follows results filed as active; . = no result given; [ ] = remark or other dose. These rows are one share of the data; the hit share may differ from the screen's.
SMILES,TNFa cytotox,F-actin modifier,Candida biofilm,IL1B cytotox,ERb SRC1 inh,VCAM1 TNFa inh,Smad3 FoxH1 inh,sEH activator,sEH inhibitor
COc1ccc(C(=O)NC(=S)Nc2ccc3c(c2)Cc2ccccc2-3)cc1,2.3,14.5,5.4,17.6,-5.3,2.1,16.8,7.9,-7.4
CCN(CC)C(=O)C(Cc1ccccc1)N1C(=O)c2ccccc2C1=O (stereo unspecified),-12.6,-8.4,.,3.1,.,4.9,.,11.4,-13.4
CCCn1c(NCc2cccc(OC)c2O)nc2ccccc21,3.4,0.0,4.4,-1.4,-30.8,-13.9,2.9,2.1,1.7
COc1ccc(C(C)=O)cc1COC(=O)Cn1cnc2ccccc2c1=O,-19.3,-1.1,0.8,-11.6,-5.4,6.7,1.8,.,.
CCC(=O)Nc1ccc(NC(=O)C23CC4CC(CC(C4)C2)C3)cn1,9.4,-0.3,.,2.3,.,18.4,.,-3.2,1.6
CCOC(=O)c1sc2nc(C3CC3)cc(-c3ccc(OC)cc3)c2c1N,-7.5,-20.5,.,-28.0,.,-12.9,.,11.7,-13.1
O=C(CN1CCC(O)(c2ccc3c(c2)OCO3)CC1)OC1CCCCC1,-5.2,4.0,5.4,-12.5,5.5,5.9,9.5,-3.4,2.7
Cc1ccc(S(=O)(=O)N2CCCCC2C(=O)N2CCN(c3ccccc3F)CC2)cc1 (stereo unspecified),-35.7,-1.3,-2.6,-68.1,43.2,10.7,5.6,-30.5,31.9
COc1ccc(-n2c(=S)[nH]c3cc(C(=O)NCCCN4CCCC4=O)ccc3c2=O)cc1,-27.3,-9.9,9.5,-30.4,-2.3,-8.3,2.8,-76.2,75.7
O=C(Cc1cccc2ccccc12)N/N=C/c1ccc(F)cc1,-4.3,9.5,.,26.5,.,-1.7,.,-70.7,70.9
CC(NC(=O)C1CC=CCC1C(=O)O)C1CC2CCC1C2 (stereo unspecified),.,4.5,10.0,-15.2,-3.9[fluorescence artefact?],7.6,-3.6,0.9,-2.8
Cc1ccccc1NC(=S)NN1CCN(C)CC1,-2.9,13.6,3.1,28.7,-10.6,-0.9,-0.1,3.0,-3.2
CN=C(NC)SC1CC(=O)N(c2ccccc2)C1=O (stereo unspecified),-19.8,-1.9,8.1,-1.8,5.0,8.0,4.2,-1.9,3.0
CC(=O)c1ccc(OCCCC(=O)OCC(=O)N2CCN(c3ccccc3)CC2)cc1,-13.3,-13.7,-4.6,-5.1,-6.4,9.3,5.3,-7.2,6.7
Cc1cc(C)n2nc(SCC(=O)Nc3c(C)n(C)n(-c4ccccc4)c3=O)nc2n1,9.4,2.9,7.8,-9.2,-7.9,3.4,-7.9,8.0,-8.4
CCCn1c(SCC(=O)Nc2ccccc2CC)nnc1C(C)C,-7.8,-3.7,6.9,-21.9,-1.6,13.3,-5.9,13.2,-15.9
NC(=O)c1c(-c2ccccc2)oc2ccc(O)cc12,31.9,0.3,3.7,-0.9,-0.3,7.0,-13.4,6.3,-7.6
COc1cc2c(cc1OC)C1=C(C#N)CCC(=O)N1CC2,-6.2,0.9,.,-58.3,.,2.5,.,-0.9,0.2
CCOC(=O)CSc1nc(N)c(C#N)c(-c2cccs2)c1C#N,-8.6,22.0,.,8.5,.,-16.5,.,0.5,-0.2
CCn1nc(C)c(Oc2ccccc2O)c1C,3.7,5.7,3.7,2.9,0.5,4.1,8.9,10.1,-10.4
CCn1c(COc2ccc(C)cc2)nnc1SCC(=O)Nc1ccc2c(c1)OCCO2,-42.6,16.4,5.3,-23.6,4.7,-58.1,0.1,7.3,-5.8
CCOC(=O)c1[nH]c2ccc(Br)cc2c1NC(=O)CCN1CCC(C(=O)OCC)CC1,-25.0,-1.9,-3.7,3.5,-13.8,-2.1,6.3,-11.2,12.9
Cc1ccc(NC(=O)c2oc3ccc(S(=O)(=O)N4CCOCC4)cc3c2C)cc1C,0.0,-8.7,-2.2,8.9,-4.7[fluorescence artefact?],-0.2,16.7[fluorescence artefact?],-5.3,8.9
COc1cc(CNc2ccc3[nH]c(=O)[nH]c3c2)cc(Cl)c1OCC(=O)NC(C)(C)C,2.1,3.8,.,-44.7,.,4.1,.,-8.6,7.9
OCc1cn(-c2ccccc2)nc1-c1ccc(-c2nn(-c3ccccc3)cc2CO)cc1,-33.0,0.0,4.9,-15.4,0.1,12.1,18.9,-7.7,8.8
C#CCNc1c(C)c(C)nc2ncnn12,-34.2,19.2,9.0,-12.8,-1.8,-17.4,4.8,-13.4,11.6
NC(=O)C1CCN(C2CC(=O)N(c3cccc(F)c3)C2=O)CC1 (stereo unspecified),-18.3,-0.7,1.1,3.4,-2.5,-12.8,-5.7,-11.1,9.1
CC(C)C(=O)c1cn(CC(=O)NCc2ccc3c(c2)OCO3)c2ccccc12,-39.5,10.4,4.0,-27.3,-18.1,-3.9,7.4[fluorescence artefact?],-9.8,9.8
O=C(c1cccs1)N1CCN(C(=O)c2ccco2)c2ccccc2C1,-16.1,20.0,7.8,-1.1,-1.3,-3.1,0.3,11.5,-11.9
O=S(=O)(N1CCOCC1)n1cnc2ccccc21,-57.4,.,-0.5,-16.6,-3.1,13.3,4.4,-0.5,-1.4
Cc1cccc(N2C(N)=C(C#N)C(C#N)(C#N)C2c2ccccc2)c1 (stereo unspecified),5.7,14.4,-0.7,-26.3,-8.5,-5.8,-2.2,12.1,-15.1
O=C(CSc1ccccc1)Nc1ccncc1,-8.6,-40.0,8.8,-20.9,2.2,0.4,1.9,-0.8,3.7
COc1ccc2c(c1)CC/C(=C\Nc1ccc3c(c1)OCO3)C2=O,-9.6,-5.2,2.6,-48.9,9.4,7.4,-7.6,1.2,0.7
O=C(NNc1ncc(C(F)(F)F)cc1Cl)c1c(Cl)cccc1Cl,-4.5,-10.1,.,35.7,.,28.3,.,-10.7,8.4
CN(Cc1ccccc1)C(=O)[C@H]1CCC(=O)N1Cc1ccco1,-13.6,-5.8,3.4,9.8,2.7[fluorescence artefact?],-9.4,-4.1,-9.0,7.2
CC1=CS/C(=C(/C#N)C(=O)N2CCOCC2)N1c1ccccc1,-27.7,.,4.8,-54.7,-7.9,-3.5,4.0,-2.3,4.1
O=S(=O)(c1ccc(Sc2nnc3ccccn23)nc1)N1CCOCC1,-19.4,-6.1,-4.1,1.1,-4.8,4.5,8.4,17.8,-18.2
O=C(Nc1nc2c(s1)CN(Cc1ccccc1)CC2)c1cccc(S(=O)(=O)N2CCc3ccccc32)c1,-5.2,-8.6,6.1,5.4,-3.9[fluorescence artefact?],20.9,25.0[fluorescence artefact?],-18.6,20.0
Cc1cccc(NC(=O)Cn2c(C)c(C#N)c3ccccc32)c1C,-10.4,-0.4,9.2,19.2,16.4,-4.5,-28.4[fluorescence artefact?],-2.8,-0.4
COc1ccc(CCNC(=S)Nc2cc(C)cc(C)c2)cc1,-9.8,2.3,5.8,6.6,6.1,-3.8,-12.2,-11.1,11.8
O=C(Nc1ccc(N2CCCC2)c(Cl)c1)c1ccc2c(c1)OCCO2,-26.4,0.2,9.8,22.3,-2.7,10.8,-0.7,-19.6,23.9
O=C(NCCc1ccccc1F)C1CCCN1S(=O)(=O)c1ccccc1 (stereo unspecified),-1.7,28.6,4.3,-26.8,-22.2[fluorescence artefact?],-3.5,2.5,-21.5,18.9
CC1CCN(CCCNC(=O)c2ccc(CS(=O)(=O)Cc3ccccc3F)o2)CC1,-4.6,3.0,5.1,-32.7,2.6,2.9,-9.4,14.8,-13.3
CC1OC2(OC1C)C(=O)Nc1ccccc12 (stereo unspecified),-62.4,.,6.5,-1.6,6.0,0.9,0.6,-6.3,5.0
CCc1ccc(NC(=O)c2ccnc(C(C)(C)C)c2)cc1,3.9,-5.1,5.2,-21.1,34.3[fluorescence artefact?],16.5,-8.2,-0.3,0.8
CCOC(=O)c1[nH]c2ccc(OC)cc2c1NC(=O)CN1CCc2ccccc2C1,-14.2,1.8,8.0,3.0,-3.7,7.3,3.4,.,.
O=C(CCc1ccc(S(=O)(=O)N2CCOCC2)cc1)Nc1nccs1,-17.0,13.1,4.7,.,1.5,3.9,-5.8,7.4,-6.0
CN(C)c1oc(COc2ccccc2F)nc1C#N,-30.1,-11.4,4.1,-38.6,-0.1,-28.5,2.6[fluorescence artefact?],10.0,-10.4
CCCS(=O)(=O)N1CCCC(C(=O)NCc2ccco2)C1 (stereo unspecified),-13.2,16.8,3.0,-53.5,18.8,-3.4,6.7,8.5,-11.5
CCOC(=O)c1cnc(-n2nc(C)cc2C)nc1Nc1ccccc1OC,-5.9,-6.3,.,-20.7,.,-9.2,.,17.3,-19.6
Cc1ccc(C)c(-c2nn(-c3cc(N4CCN(CCO)CC4)ccc3[N+](=O)[O-])c(=O)c3ccccc23)c1,-15.0,2.1,.,4.2,.,0.1,.,1.5,-0.7
c1cncc(-c2nnc(SCCSc3nnc(-c4cccnc4)o3)o2)c1,-13.7,2.2,11.4,-22.7,16.7,14.4,-0.8,23.2,-24.4
Cc1ccc(CSCc2nnc(SCC(=O)N3CCN(c4ccccc4)CC3)n2C)cc1,-14.2,-4.5,.,-0.9,.,-1.5,.,-12.0,13.3
O=C(Cc1ccccc1[N+](=O)[O-])NCCSCc1c(F)cccc1Cl,-13.9,-6.4,.,-25.9,.,8.7,.,-42.7,42.5
CC(C)(C)CC(C)(C)NC1=CC(=O)OC12CCCCC2,-20.8,10.3,.,12.0,6.8[fluorescence artefact?],-6.9,7.9,-8.4,6.2
Cc1ccc(-c2noc(CSc3nnc(-c4ccncc4)n3-c3ccc(F)cc3)n2)cc1,4.5,4.6,5.8,-29.4,-13.6,-4.1,-12.5,3.3,-6.0
O=C(NCc1cccs1)C1CCCN(S(=O)(=O)c2cccc3cccnc23)C1 (stereo unspecified),-15.8,1.7,9.5,-6.5,-6.1,-5.0,8.4,.,.
CC(=O)Nc1ccccc1C(=O)C(=O)Nc1cccc(F)c1,9.3,8.3,.,10.4,.,-9.2,.,39.0*,-43.2
CN1C(=O)c2cccc(NCCCN3C(=O)c4ccccc4C3=O)c2C1=O,-33.9,-12.0,5.3,29.8,19.2[fluorescence artefact?],11.9,-2.1[fluorescence artefact?],-4.9,5.6
Cc1cc(NC(=O)c2cncc(Br)c2)no1,-0.7,-19.3,7.0,-11.2,8.7,5.8,-27.2,-3.9,3.6
# Next part
SMILES,TNFa cytotox,F-actin modifier,Candida biofilm,IL1B cytotox,ERb SRC1 inh,VCAM1 TNFa inh,Smad3 FoxH1 inh,sEH activator,sEH inhibitor
O=C(Cn1c(=O)n(Cc2ccco2)c(=O)c2c3c(sc21)CCCCC3)c1ccccc1,-11.6,20.6,5.7,-10.5,46.7,19.5,6.6,0.5,2.3
Cc1occc1C(=O)Nc1cccc2ccccc12,.,.,12.0,4.1,-5.9,.,5.2,-23.0,21.9
CC1CCCC(NC(=O)c2ccc3c(=O)n(CC4CCCO4)c(=O)[nH]c3c2)C1C (stereo unspecified),-21.9,-8.9,.,10.9,.,1.7,.,-44.1,44.8
COc1cc(OC)c(OC)cc1/C=N/N(C)c1ccccc1,-42.6,-0.1,5.6,-1.4,4.8,-1.0,13.5[fluorescence artefact?],-8.4,10.2

# A second format for part of the listing above.
Compound | TNFa cytotox | F-actin modifier | Candida biofilm | IL1B cytotox | ERb SRC1 inh | VCAM1 TNFa inh | Smad3 FoxH1 inh | sEH activator | sEH inhibitor
O=C(Cn1c(=O)n(Cc2ccco2)c(=O)c2c3c(sc21)CCCCC3)c1ccccc1 | -11.6 | 20.6 | 5.7 | -10.5 | 46.7 | 19.5 | 6.6 | 0.5 | 2.3
Cc1occc1C(=O)Nc1cccc2ccccc12 | . | . | 12.0 | 4.1 | -5.9 | . | 5.2 | -23.0 | 21.9
CC1CCCC(NC(=O)c2ccc3c(=O)n(CC4CCCO4)c(=O)[nH]c3c2)C1C (stereo unspecified) | -21.9 | -8.9 | . | 10.9 | . | 1.7 | . | -44.1 | 44.8
COc1cc(OC)c(OC)cc1/C=N/N(C)c1ccccc1 | -42.6 | -0.1 | 5.6 | -1.4 | 4.8 | -1.0 | 13.5[fluorescence artefact?] | -8.4 | 10.2
